From PubChem
Dengue-2 NS5 capping: Dengue-2 NS5 methyltransferase inhibitors, primary screen, biochemical, confirmation dose response (AID 588689); inhibition, % at 25 µM, or IC50 in µM where a hit was titrated; actives 0.3% (n = 340,000); Dengue-2 NS5 methyltransferase capping enzyme assay, biochemical; higher % means a stronger effect; in the data active means a potency from the dose series
Dengue-2 NS5 capping pilot replicate: also measured in Dengue-2 NS5 capping; calls as there; inhibition, %; measured here: pilot screen replicate inhibition
* hit, by the source's call.

SMILES	Dengue-2 NS5 capping	others
C=CC[C@H](CC(=O)NCCO)C(=O)N[C@H](COC(=O)[C@H](CC=C)CC(=O)OC(C)(C)C)Cc1c[nH]c2ccccc12	-3%	Dengue-2 NS5 capping pilot replicate=-4.5
COc1ccc(/C=C2\SC(=S)N(CCCC(=O)N3CCN(C)CC3)C2=O)cc1OC	-6%
Cc1[nH]c2ccccc2c(=O)c1CNCc1ccccc1	-5%
COc1ccc(CNCCS(=O)(=O)NN2CCOCC2)cc1	-10%	Dengue-2 NS5 capping pilot replicate=23
Cc1csc(=O)n1CCC(=O)OCC(=O)c1c(N)n(CC(C)C)c(=O)n(C)c1=O	-7%
CCN1C(=O)[C@H]2[C@@H](c3ccc(-c4ccc(F)cc4)c(OC)c3)N[C@@](C)(C(=O)OC)[C@H]2C1=O	-4%
O=C(OCC(=O)N1CCOCC1)c1cc(-c2ccccc2)nc2ccccc12	-3%
NC(=S)NN=C1CCCCC12CCCC2	2%
Cn1c(SCC(=O)Nc2ccc3c(c2)CCC3)nnc1C1CC1	0%
Cc1ccc(NS(=O)(=O)c2c(F)cc(F)c(Cl)c2F)cc1S(=O)(=O)N1CCOCC1	-2%
COc1cccc(NC(=O)CN(C)C(=O)c2cccc(S(=O)(=O)N3CCN(c4ccc(F)cc4)CC3)c2)c1	-6%
COc1cc2c(cc1OC)C(=O)C(Br)CC2 (stereo not given)	87%
O=C(NCc1ccc2c(c1)OCO2)C(=O)Nc1cc2c3c(c1)CC(=O)N3CCC2	-11%
CC(OC(=O)c1ccc(=O)n(Cc2ccccc2)n1)C(=O)Nc1cccc(Cl)c1 (stereo not given)	-3%
COc1ccc(S(=O)(=O)N2CCC(C(=O)NC3(C)CCS(=O)(=O)C3)CC2)cc1OC (stereo not given)	7%
Cc1ccc(F)cc1NC(=O)C1CC(=O)N(Cc2ccccc2)C1 (stereo not given)	-7%
CCC1(c2ccc(C)cc2)NC(=O)N(C(C)C(=O)Nc2ccc(N3CCOCC3)cc2)C1=O (stereo not given)	-15%
O=C(O)C1C2C=CC(O2)C1C(=O)Nc1ccccn1 (stereo not given)	8%
CC(=O)N/C(=C\c1ccccc1)C(=O)OC(C)C(=O)Nc1ccccc1F (stereo not given)	-9%
CC(=O)c1cccc(NC(=O)C2=CN3CCS(=O)(=O)N=C3C=C2)c1	-5%
CCN(c1ccccc1)S(=O)(=O)c1cccc(C(=O)NCC(c2ccco2)N2CCCCC2)c1 (stereo not given)	-6%
C[C@H](CO)N1C[C@H](C)[C@@H](CN(C)S(=O)(=O)c2ccc(Cl)cc2)Oc2ccc(NS(=O)(=O)c3ccccc3)cc2CC1=O	-4%
CC1CCC(NC(=O)COC(=O)CCC(=O)c2ccc(Cl)s2)CC1 (stereo not given)	-4%
CCN(CC)C(=O)c1nc(-c2cccc3ccccc23)no1	4%
Cc1ccsc1CN(C)C(=O)CN1C(=O)NC(c2ccccc2)(c2ccccc2)C1=O	-9%
CC(C)(C)c1ccc(OCCC(=O)OCC(=O)NC2CCS(=O)(=O)C2)cc1 (stereo not given)	-4%
COc1ccc(NC(=O)CN(C)C(=O)c2cc(-c3cccs3)nn2-c2ccccc2)cc1	2%
CCCNC(=O)C(Cc1cccc(Cl)c1)NC(=O)c1ccccc1 (stereo not given)	-4%
O=C(CNC(=O)c1cccs1)NCCc1ccco1	-4%
O=C1N=C(N2CCOCC2)SC1=Cc1ccco1	-8%
Cc1ccc(S(=O)(=O)N2CCOCC2)cc1C(=O)Nc1ccc(N2CCCCCC2)cc1	3%
CCCCCCN1C[C@H](n2cc(-c3ccc(F)cc3)nn2)[C@@H](O)C[C@@H]1c1ccc(C)cc1	-10%
CC[C@]1(C(=O)OC)[C@H]2C(=O)N(Cc3ccccc3)C(=O)[C@H]2[C@H]2CN(C)C(=NC)N21	0%	Dengue-2 NS5 capping pilot replicate=-0.3
Cc1ccc(C)c2c1CCC(=Cc1ccccc1[N+](=O)[O-])C2=O	5%
CCC/C(C#Cc1cc(OC)cc(OC)c1)=C1/c2ccccc2C(=O)N1c1ccccc1	-4%
CCOc1ccc2ccccc2c1/C=N/NC(=O)c1c(C)cc(C)[nH]c1=O	8%
Cc1ccc(NC(=O)Cc2n[nH]c(=O)c3ccccc23)cc1S(=O)(=O)N1CCCCCC1	1%
CCCNC(=O)c1n[nH]c2c1CC(C(C)(C)CC)CC2 (stereo not given)	5%
CCOC(=O)C1=CN(Cc2ccco2)S(=O)(=O)NC1c1cccc(OC)c1 (stereo not given)	-5%	Dengue-2 NS5 capping pilot replicate=1.5
CCC1(CC)CNC(=O)NC1=O	9%
O=C(COc1cc(F)ccc1[N+](=O)[O-])Nc1cc(S(=O)(=O)N2CCCC2)ccc1Cl	-7%
CCN(CC)S(=O)(=O)c1cc(C(=O)OC(C)C(=O)NCc2ccco2)ccc1C (stereo not given)	-10%
O=C(c1n[nH]c2ccccc12)N1CCN(S(=O)(=O)c2ccc(Cl)cc2)CC1	-5%
COc1cc(/C=C/C(=O)OCC(=O)NCc2ccc3c(c2)OCO3)cc(OC)c1OC	4%
COc1ccc(CCNC(=O)CSc2nc3scc(-c4ccccc4)c3c(=O)[nH]2)cc1	4%
N#CC1(Nc2ccc3c4c(cccc24)CC3)CCCCC1	19%
COc1ccc(-c2ccc(CN3C(CC(C)C)C(=O)N(Cc4cn(Cc5ccco5)nn4)CCS3(=O)=O)cc2)cc1OC (stereo not given)	-6%
COc1ccc(C(C)=O)cc1COC(=O)CCC(=O)N(CC(C)C)c1c(N)n(CC(C)C)c(=O)[nH]c1=O	-4%
O=C(c1ccc(Cl)c(S(=O)(=O)NCc2cccnc2)c1)N1CCCC1	8%
CN(C)c1ccc(CSc2ccccc2)cc1	-4%
O=C(CN1C(=O)NC2(CCc3ccccc32)C1=O)c1cccs1 (stereo not given)	-4%
Cc1ccc(S(=O)(=O)N2CCN(C(=O)c3ccc(-n4cncn4)c([N+](=O)[O-])c3)CC2)c(C)c1	1%
Cc1noc(C)c1C(=O)Nc1cc(Cl)ccc1N1CCOCC1	-5%
CCc1noc(C)c1C(=O)NNC(=O)c1ccc(F)cc1	1%
CCN(CC)CCCn1c2c(c(SCC(=O)Nc3cccc(C)c3C)nc1=O)CCC2	-4%
COc1ccc(N2CC(NC(=O)c3cccc4ccccc34)CC2=O)cc1OC (stereo not given)	-1%
O=C(COC(=O)c1cc(Cl)nc(Cl)c1)Nc1ccc(Cl)c(S(=O)(=O)N2CCOCC2)c1	-4%
Cc1cc(CNC[C@H]2O[C@@H](n3cnc(C(N)=O)n3)[C@H](O)[C@@H]2O)c(C)n1-c1cccnc1	-1%	Dengue-2 NS5 capping pilot replicate=-5.5
CC(C)(C)OC(=O)C[C@@H]1C/C=C\C[C@@H](CC(=O)N(CCO)Cc2ccccc2)C(=O)N[C@H](Cc2ccccc2)COC1=O	-8%
CC(SC(C)C(=O)NN=Cc1c[nH]c2ccccc12)C(=O)NN=Cc1c[nH]c2ccccc12 (stereo not given)	-4%

(cont.)
SMILES	Dengue-2 NS5 capping	others
CCCN(C(=O)c1cnccn1)c1c(N)n(Cc2ccccc2)c(=O)[nH]c1=O	-9%
CCOc1ccc(-c2cccc(NS(=O)(=O)c3ccc([N+](=O)[O-])cc3)c2)nn1	-1%
NC1(C#Cc2ccc3oc(=O)c(-n4cc(C5(O)CCCCC5)nn4)cc3c2)CCCCC1	5%
C=CCC[C@@H](Cc1ccc(F)cc1)C(=O)OC[C@H](C)NC(=O)[C@@H](CC=C)CC(=O)N(CCO)Cc1ccccc1	-2%	Dengue-2 NS5 capping pilot replicate=3.3
CC(NC(=O)C1CCN(C(=O)c2ccc(F)cc2)CC1)c1ccc(-n2ccnc2)cc1 (stereo not given)	3%
O=C1CCCCC1Nc1ccc(Cl)cc1 (stereo not given)	0%
Cc1ccc(S(=O)(=O)N2CCCCC2)cc1C(=O)N1CCCCCC1	7%
CCOC(=O)C1=C(COC(=O)c2ccccc2OC)NC(=O)NC1C (stereo not given)	0%
CC(C)CN1C(=O)C(=O)N(CC(=O)c2ccc3c(c2)CCCC3)C1=O	-9%
O=C(NC1CCCCC1c1ccccc1)c1ccccc1 (stereo not given)	5%
Cc1ccc(C(C)C)c(OCC(=O)NNC(=O)Cn2[nH]c(=O)c3ccccc3c2=O)c1	2%
O=C(COC(=O)Cc1ccccc1F)NCc1ccc(Cl)cc1	-9%
O=C(OCc1cn([C@@H]2C[C@H](c3ccc(Cl)cc3)N(C(=O)C3CCCCC3)C[C@H]2O)nn1)c1ccccc1	-6%
COCOCCn1cc(CN2CCS(=O)(=O)N(Cc3ccc(-c4ccncc4)cc3)C(CC(C)C)C2=O)nn1 (stereo not given)	2%
Cn1c(N)c(C(=O)CSc2nnc(C3CC3)n2-c2ccccc2)c(=O)n(C)c1=O	0%
CC(C)(c1ccc(O)cc1)c1ccc(O)c(C(=O)O)c1	11%
CC(=O)c1c(C)[nH]c(C(=O)N2CCN(S(=O)(=O)c3ccc(C)cc3C)CC2)c1C	-2%
Cc1ccccc1C(=O)Nc1cc(C(F)(F)F)ccc1-n1cncn1	-13%
COc1cc(Cl)c(CNC[C@H]2O[C@@H](n3cnc(C(N)=O)n3)[C@H](O)[C@@H]2O)c(Cl)c1O	0%
C[C@H](CO)N1C[C@H](C)[C@@H](CN(C)C(=O)Nc2ccccc2)Oc2ccc(NC(=O)CCN3CCOCC3)cc2C1=O	-6%	Dengue-2 NS5 capping pilot replicate=-9.2
Cc1cccc(NC(=O)C2CCCCN2S(=O)(=O)c2ccccc2)c1C (stereo not given)	3%
CCN(CC(=O)Nc1ccc(NC(C)=O)cc1)C(=O)CSC(=S)N1CCCC1	-5%
Cc1ccc(S(=O)(=O)NC[C@H]2O[C@@H](n3cnc4c(N)ncnc43)[C@H](O)[C@@H]2O)s1	-2%	Dengue-2 NS5 capping pilot replicate=-1.5
CCOC(=O)N1CCN(C(=O)c2ccc(S(=O)(=O)Nc3ccccc3)cc2)CC1	2%
CCOc1ccc(S(=O)(=O)Nc2cccc(C(=O)N3CC(C)OC(C)C3)c2)cc1 (stereo not given)	-12%
CC1CCN(C(=O)COc2coc(CN3CCc4ccccc43)cc2=O)CC1	-7%
CCN(CC(=O)Nc1ccccc1C(F)(F)F)C(=O)c1cccc(S(=O)(=O)N2CCN(C)CC2)c1	-2%
O=C(/C=C/c1ccccc1)NCCS(=O)(=O)N1CCN(c2ccc(F)cc2)CC1	-8%
O=C(NC1CCCC1)c1cccc2c1C(=O)c1ccc(/C=C/c3ccccc3)cc1S2(=O)=O	-8%
C#CCN(C[C@@H]1[C@@H](OC(=O)NCc2ccco2)[C@@H](OC(=O)NCc2ccco2)CN(C(=O)OC(C)C)N1C(=O)OC(C)C)S(=O)(=O)c1ccc(C)cc1	-7%
CN(Cc1ccccc1)C(=O)c1[nH]cnc1C(=O)Nc1ccccc1F	3%
CC12CCC3C(=CCc4cc(O)ccc43)C1CC(=NO)C2O (stereo not given)	-2%
CNS(=O)(=O)c1cccc(C(=O)OCC(=O)c2cc(C)n(CC3CCCO3)c2C)c1 (stereo not given)	4%
c1ccc(CN2CCC3(CCCc4ccccc43)CC2)cc1	-2%
CN(C)c1ccc(S(=O)(=O)NCC(=O)N2CCN(c3ccccc3)CC2)cc1[N+](=O)[O-]	-4%
CN(Cc1ccccc1)C(=O)c1ccc(NC(=O)Cc2ccc(NC(=O)C3CCN(C(=O)c4ccccc4)CC3)cc2)cc1	1%
CCn1c(SC(C)C(=O)Nc2ccc3c(c2)OCCO3)nnc1C1CC1 (stereo not given)	-2%
Cc1cccc(OCC(=O)Nc2ccncc2)c1	-6%
Cc1cc(C(=O)OCC(=O)c2cccs2)ccc1[N+](=O)[O-]	-2%
Cc1ccc(NC(=O)C2COc3ccccc3O2)cc1S(=O)(=O)N1CCCCC1 (stereo not given)	0%
O=C(NCC(c1ccco1)N1CCN(c2ccc(F)cc2)CC1)c1ccc2c(c1)OCO2 (stereo not given)	1%
CN(C)S(=O)(=O)c1ccc(N2CCCC2)c(C(=O)NNC(=O)c2ccc(Br)cc2)c1	4%
O=C(CCNC(=O)c1ccccc1Cl)NCC(c1ccco1)N1CCCC1 (stereo not given)	-6%
C[C@H]1CN([C@@H](C)CO)C(=O)c2cc(Br)cnc2O[C@H]1CN(C)C(=O)Cc1ccccn1	0%
CC1CCCCC12NC(=O)N(CC(=O)OCC(=O)N(C)C1CCCCC1)C2=O (stereo not given)	-2%
CN(C)CCCNC(=S)N1CCC(C(=O)c2ccc(Cl)cc2)CC1	-1%
COCCN(C(=O)COC(=O)CC(C)c1ccccc1)c1c(N)n(Cc2ccccc2)c(=O)[nH]c1=O (stereo not given)	0%

These rows are one share of the data; count on the stated rates, not on these rows.
